Screens: PubChem BioAssay, National Center for Advancing Translational Sciences (NCATS)
BRCT PPI red = qHTS Assay for Inhibitors of BRCT-Phosphoprotein Interaction (Red Fluorophore) | Potency, µM (top dose mostly 76.9 µM), for inactives: at the top dose activity change, negative = inhibition, most hits filed as inhibitors | hit rate 0.03% among 75,000 | BRCT-phosphopeptide binding, red fluorescence polarization; also: % is scaled to controls: 0 for no effect and ±100 for the full control effect
Target sequence (P38398 whole entry, looked up): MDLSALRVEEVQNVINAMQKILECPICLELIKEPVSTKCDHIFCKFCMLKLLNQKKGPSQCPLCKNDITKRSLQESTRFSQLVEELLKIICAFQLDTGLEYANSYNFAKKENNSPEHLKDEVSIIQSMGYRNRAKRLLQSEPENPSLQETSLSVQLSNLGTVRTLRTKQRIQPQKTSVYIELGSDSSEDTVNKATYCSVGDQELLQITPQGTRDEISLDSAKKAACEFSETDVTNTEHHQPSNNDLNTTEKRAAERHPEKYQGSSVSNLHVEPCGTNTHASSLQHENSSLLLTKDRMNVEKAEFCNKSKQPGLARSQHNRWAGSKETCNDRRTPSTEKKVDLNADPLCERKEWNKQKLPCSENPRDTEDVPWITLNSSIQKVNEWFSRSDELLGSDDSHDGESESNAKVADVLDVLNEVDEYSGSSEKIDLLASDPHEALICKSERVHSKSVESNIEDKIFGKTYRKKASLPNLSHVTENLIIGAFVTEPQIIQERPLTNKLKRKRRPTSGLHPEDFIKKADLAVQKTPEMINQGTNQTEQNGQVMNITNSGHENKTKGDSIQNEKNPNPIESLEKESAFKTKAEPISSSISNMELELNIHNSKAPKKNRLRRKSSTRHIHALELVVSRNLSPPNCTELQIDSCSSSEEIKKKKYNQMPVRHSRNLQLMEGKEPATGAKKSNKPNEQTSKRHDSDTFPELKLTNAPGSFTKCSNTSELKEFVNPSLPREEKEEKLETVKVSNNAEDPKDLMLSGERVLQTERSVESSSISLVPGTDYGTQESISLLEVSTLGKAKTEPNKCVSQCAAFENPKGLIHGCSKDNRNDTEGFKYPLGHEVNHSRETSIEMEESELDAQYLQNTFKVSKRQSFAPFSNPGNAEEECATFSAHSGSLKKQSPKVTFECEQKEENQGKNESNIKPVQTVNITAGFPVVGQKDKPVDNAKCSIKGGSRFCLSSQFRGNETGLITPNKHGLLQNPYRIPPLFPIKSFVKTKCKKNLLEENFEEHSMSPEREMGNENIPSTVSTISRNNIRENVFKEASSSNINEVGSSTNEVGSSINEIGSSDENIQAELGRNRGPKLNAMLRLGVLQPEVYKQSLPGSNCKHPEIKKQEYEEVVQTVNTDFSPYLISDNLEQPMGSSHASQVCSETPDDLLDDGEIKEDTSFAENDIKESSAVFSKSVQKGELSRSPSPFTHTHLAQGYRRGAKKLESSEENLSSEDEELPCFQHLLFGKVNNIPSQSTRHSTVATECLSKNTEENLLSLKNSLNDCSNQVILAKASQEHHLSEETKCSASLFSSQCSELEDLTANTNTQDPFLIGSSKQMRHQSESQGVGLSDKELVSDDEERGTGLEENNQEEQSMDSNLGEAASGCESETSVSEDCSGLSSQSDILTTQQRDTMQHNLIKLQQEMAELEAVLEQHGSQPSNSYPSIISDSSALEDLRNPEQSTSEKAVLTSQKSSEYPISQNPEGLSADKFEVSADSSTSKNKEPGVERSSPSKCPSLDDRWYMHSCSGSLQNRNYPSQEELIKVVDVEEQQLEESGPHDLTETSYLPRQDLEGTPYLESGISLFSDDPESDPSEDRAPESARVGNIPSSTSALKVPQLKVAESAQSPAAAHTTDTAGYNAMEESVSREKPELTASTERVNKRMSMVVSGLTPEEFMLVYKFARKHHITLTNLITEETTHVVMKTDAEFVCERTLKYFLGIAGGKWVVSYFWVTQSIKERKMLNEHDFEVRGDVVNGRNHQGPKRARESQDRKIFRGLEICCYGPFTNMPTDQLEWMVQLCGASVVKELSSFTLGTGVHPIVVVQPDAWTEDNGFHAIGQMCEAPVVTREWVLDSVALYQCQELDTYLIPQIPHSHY
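Rhodamine-labelled pBACH1 10-mer (100 nM) bound to BRCT domain (100 nM) at pH 7.3; compounds incubated 12 min room temperature, polarization read. Free peptide defines full inhibition; unlabelled decapeptide titrated as control.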
15-hLO inh = qHTS Assay for Inhibitors of 15-hLO (15-human lipoxygenase) | Polyunsaturated fatty acid lipoxygenase ALOX15 (Homo sapiens), P16050 | purified 15hLO-1, xylenol orange hydroperoxide absorbance | hit rate 1.4% among 74,000 | Potency, µM (series often up to 57.1 µM), for inactives: at the top dose activity change, negative = inhibition, most hits filed as inhibitors; also: potency is read from the fitted curve at half-maximal effect; % is scaled to controls: 0 for no effect and ±100 for the full control effect; nearly all actives have a fitted effect of over 55% in size
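Readout: Fe(III)-xylenol orange absorbance, 573-to-405 nm ratio as reaction progress. Enzyme 40 nM purified human 15hLO-1, substrate 50 uM arachidonic acid, 6 min RT after 15 min compound preincubation; Hepes pH 7.5 buffer with Triton X-100.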
HEK293 cAMP ctrl = qHTS Assay for Agonists of the Thyroid Stimulating Hormone Receptor: Activators of Intracellular cAMP Concentrations in Parental HEK 293. parental HEK293 CNG cAMP sensor, membrane potential fluorescence. Potency, µM (doses to about 57.1 µM), for inactives: top-dose activation, usual class: activators. hit rate 2.5% among 73,000. AID 938, 2007; also: potency is read from the fitted curve at half-maximal effect; % of control where 0% means no effect; nearly all actives have a fitted effect of over 55% in size
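Parental HEK 293 cells stably expressing a modified CNG channel (no TSHR) report cAMP rise as membrane depolarization. Membrane potential dye with 100 uM RO 20-1724 was loaded for 60 min at room temperature, then compound added for 30 min; fluorescence read at 590 nm.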
Casp7 inh = qHTS Assay for Allosteric/Competitive Inhibitors of Caspase-7 | recombinant caspase-7, Ac-DEVD-AFC fluorescence rate | AID 889, 2007 | hit rate 0.02% among 75,000 | Potency, µM (doses to about 57.5 µM), for the others: at the top dose activity change, negative = inhibition, hits mostly inhibitors; active = well fitted inhibition curve with a large enough effect in the main read-out, with a control signal flat, not every such curve was filed as active; inconclusive = small, poorly fitted or top-dose-only effect, or a change in a side signal; also: potency is read from the fitted curve at half-maximal effect; % of control where 0% means no effect
Tau filament bind = qHTS Assay for Tau Filament Binding. Microtubule-associated protein tau (Homo sapiens), P10636. recombinant tau filaments, thioflavin S fluorescence, 15 h; filaments grown with octadecylsulfate alongside compound. Potency, µM (highest dose often 57.1 µM), without a hit: top-dose activity change, negative = inhibition. hit rate 2% among 71,000;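 also: potency is read from the fitted curve at half-maximal effect; % is scaled to controls: 0 for no effect and ±100 for the full control effect; actives lower thioflavin S fluorescence by blocking filaments or displacing dye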
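His-tagged recombinant human tau (exons 2, 3, 10; 1 uM final) fibrillized with 30 uM sodium octadecylsulfate, 15 h at 37 C, in pH 7.4 HEPES buffer with 10 uM thioflavine S and 5 mM DTT. Reduced ThS fluorescence (450/510 nm) marks activity.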
Caspase-1 inhib = qHTS Assay for Allosteric/Competitive Inhibitors of Caspase-1 | P29466 | Caspase-1 enzyme, Ac-WEHD-AFC fluorogenic rate | Potency, µM (series often up to 57.5 µM), without a hit: at the highest dose activity change, negative = inhibition, hits mostly inhibitors | hit rate 0.03% among 75,000;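 also: potency is read from the fitted curve at half-maximal effect; plate controls were vehicle for no effect and no substrate for full effect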
USP2a inhib = qHTS Assay for Inhibitors of Ubiquitin-specific Protease USP2a. hit rate 0.1% among 60,000. Ubiquitin carboxyl-terminal hydrolase 2 (Homo sapiens), O75604. USP2a enzymatic assay, qHTS inhibition. Potency, µM (doses to about 38.3 µM), for inactives: at the highest dose activity change, negative = inhibition, most hits filed as inhibitors;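 also: potency is read from the fitted curve at half-maximal effect; nearly all actives have a fitted effect of over 60% in size; plate controls were DMSO for no effect and NEM full inhibition control for full effect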
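USP2 core (20 nM final) was preincubated with compound for 30 min at RT in 20 mM Tris-HCl pH 8.0, 2 mM CaCl2, 2 mM beta-mercaptoethanol; Ub-PLA2 (20 nM) plus NBD C6-HPC (20 uM) then added, fluorescence read after 2.5 h.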
HADH2 inh = qHTS Assay for Inhibitors of HADH2 (Hydroxyacyl-Coenzyme A Dehydrogenase, Type II) | 3-hydroxyacyl-CoA dehydrogenase type-2 (Homo sapiens), Q99714 | recombinant HADH2, NADH fluorescence, beta-hydroxybutyryl-CoA | Potency, µM (top dose mostly 57.1 µM), for the others: top-dose activity change, negative = inhibition, usual class: inhibitors | hit rate 3.4% among 73,000 | AID 886, 2007; also: potency is read from the fitted curve at half-maximal effect; % is scaled to controls: 0 for no effect and ±100 for the full control effect; nearly all actives have a fitted effect of over 60% in size; many of its hits are not listed in these tables
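NADH fluorescence (ex 360/em 450 nm) read every 30 s for 4 min; activity taken as last-minus-first time point difference. Enzyme 20 nM, NAD+ 1 mM, beta-hydroxybutyryl-CoA 90 uM, pH 9.0 Tris buffer.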
DNA Pol III inh = qHTS Assay for Inhibitors of DNA Polymerase III Holoenzyme System; reconstituted DNA polymerase III holoenzyme replication, biochemical; Potency, µM (highest dose often 57.1 µM), without a hit: at the highest dose activity change, negative = inhibition; hit rate 0.25% among 71,000; AID 603, 2007; also: potency is read from the fitted curve at half-maximal effect; % is scaled to controls: 0 for no effect and ±100 for the full control effect
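Reconstituted *E. coli* holoenzyme (0.35 nM Pol III, 1 nM beta, 154 nM SSB, 2 nM primase) was preincubated with compound for 15 min at RT. Synthesis on 1.4 nM ssM13Gori ran 35 min, then was stopped with PicoGreen/EDTA and read as dsDNA fluorescence.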
BRCT PPI green = qHTS Assay for Inhibitors of BRCT-Phosphoprotein Interaction (Green Fluorophore); hit rate 0.05% among 75,000; BRCA1 BRCT-phosphopeptide binding, green fluorescence polarization; Potency, µM (highest dose often 76.9 µM), for the others: top-dose activity change, negative = inhibition, actives largely listed as inhibitors; Breast cancer type 1 susceptibility protein (Homo sapiens), P38398;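 also: potency is read from the fitted curve at half-maximal effect; plate controls were peptide without protein for full effect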
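Compounds were incubated for 12 min at room temperature with a complex of 100 nM fluorescein-tagged pBACH1 decapeptide and 250 nM His-tagged BRCT protein. Buffer was phosphate pH 7.3 with EDTA, DTT and Tween 20. Disruption of binding lowers the polarization signal.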
Rhodamine autofl = qHTS Assay for Spectroscopic Profiling in Rhodamine Spectral Region. Rhodamine-region fluorescence, 547/598 nm, Tris buffer; hits give high values. max dye-equivalent concentration, M. hit rate 0.05% among 59,000. AID 594, 2007; in the data active = max dye-equivalent concentration above about 11 nM; inconclusive = between about 1.1 nM and that limit
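qHTS spectral profiling of compounds without any target or enzyme present, in pH 8.0 Tris buffer; plates were read after a 15-minute room-temperature incubation using the rhodamine-region filter set.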
Numbers without * were called inactive; i = inactive; ? = inconclusive; · = no result given; & = joins results of further samples; [ ] = dose if it differs, or a comment. Unless noted, calls follow the shape of the dose curve; as a rule, active = well fitted curve in the direction sought with a large enough effect; inconclusive = small, poorly fitted or top-dose-only effect, or another doubt; inactive = no such curve, though single readings can be large; an effect the other way counts as inactive or inconclusive. The list is partial. The share of hits here may be higher or lower than overall.

No.	molecule	BRCT PPI red	15-hLO inh	HEK293 cAMP ctrl	Casp7 inh	Tau filament bind	Caspase-1 inhib	USP2a inhib	HADH2 inh	DNA Pol III inh	BRCT PPI green	Rhodamine autofl
1	CCCCOc1ccc(C2CC(=O)NC2=O)cc1 (stereo not drawn)	-0.5%	1.4%	4.4%	0.6%	-6.2%	2.0%	14.6%	10.6%	-13.7%	0.2%	i
2	CCn1nc(CC(=O)Nc2ccc(-n3cnnn3)c(C)c2)c2ccccc2c1=O	-0.4%	-2.0%	-1.2%	-0.2%	7.1%	2.1%	-2.5%	13.6%	-1.2%	0.1%	i
3	COc1ccc(NC(=O)c2ccc(CN3CCN(c4ccccc4)CC3)cc2)cc1	-0.3%	5.0%	4.3%	-3.0%	13.2%	-4.5%	3.1%	49.7%[activator]	0.2%	-1.9%	·
4	Cn1c(=O)c(-c2ccc(Cl)cc2)nc2cnc(Nc3ccccc3)nc21	-0.4%	3.4%	5.7%	?	-17.3%	-12.9%	81.0%[activator]	6.7%	-7.2%	-1.4%	i
5	COc1ccc(-n2c(=O)c(C)nc3cnc(N4CCOCC4)nc32)cc1	-1.1%	-5.0%	10.1%	-17.5%	-8.4%	-11.5%	-0.3%	-5.0%	-0.5%	1.1%	i
6	O=C(O)c1cc2cc(F)ccc2[nH]1	-1.4%	6.1%	24.1%	0.9%	-17.0%&-8.4%	3.7%	3.0%	-3.0%&-18.0%	-1.6%&-11.2%	-2.7%	i
7	O=c1c2ccccc2n2cnnc2n1-c1ccccc1	-2.9%	7.9%	1.9%	0.9%	6.4%	-0.2%	-1.1%	-8.8%	3.7%	-0.5%	i
8	Cc1cc(Nc2ccc(F)cc2C)n2ncnc2n1	-1.3%	3.3%	1.6%	-0.6%	-14.5%	0.0%	·	-6.9%	-7.1%	-0.6%	·
9	Cc1nc(SCC(=O)c2c[nH]c3ccccc23)n[nH]1	-2.4%	-9.6%	4.1%	0.6%	-2.7%	-2.0%	-8.3%	-2.9%	13.9%	2.6%	i
10	NC1=NCc2ccccc21	0.8%	2.0%	1.4%	-0.4%	5.3%	-1.0%	-5.7%	13.4%	-9.6%	-2.5%	i
11	COc1cccc(N(CC(=O)Nc2cccc(F)c2)S(C)(=O)=O)c1	1.4%	-2.4%	13.9%	2.3%	23.1%	-2.8%	8.2%	-6.7%	-0.7%	-0.5%	·
12	CCn1cc(SCC(=O)Nc2cc(C)on2)c2ccccc21	-0.5%	-6.1%	4.9%	1.4%	4.3%	0.8%	·	-1.9%	-4.3%	-1.1%	·
13	COc1cc(-c2cc(=O)c3c(O)c(OC)c(OC)c(OC)c3o2)cc(OC)c1OC	1.6%	-14.0%	·	1.4%	·	0.1%	22.7%	·	·	-1.6%	·
14	Cc1ccc(OCC(=O)Nc2nnn(C)n2)c(C)c1	1.1%	2.7%	0.3%	0.4%	12.5%	-2.7%	4.8%	-25.2%	-1.0%	-2.7%	i
15	Cc1cc(C)c2c(n1)nn1c(C3CC3)cc(C(F)(F)F)nc21	-0.5%	0.2%	29.9%	1.8%	7.5%	1.5%	-1.1%	-6.9%	-0.7%	-1.8%	i
16	COc1ccc(-c2nnc(SCC(=O)NC(C)c3ccccc3)o2)cc1 (stereo not drawn)	-1.2%	-12.2%	10.4%	1.8%	13.6%	0.1%	·	5.9%	0.1%	-4.8%	·
17	O=C(O)C1CCCN1c1ncccn1 (stereo not drawn)	0.3%	5.8%	-2.1%	-0.5%	24.0%	2.5%	1.9%	-4.8%	0.0%	-0.5%	i
18	Cc1ccc(C)c(C2=CSC3=NCCN23)c1	0.0%	7.5%	2.4%	0.7%	-8.1%	2.2%	-4.1%	3.5%	-0.2%	0.5%	i
19	O=C(CSc1nnc(Cc2cc(=O)[nH]c(=O)[nH]2)n1-c1ccc(Cl)cc1)NCC1CCCO1 (stereo not drawn)	-7.8%	6.8%	4.7%	-0.5%	37.5%	-1.7%	6.1%	8.1%	0.4%	-0.8%	i
20	Cc1ccc(C)c(N2CCN(S(=O)(=O)c3ccc4[nH]c(=O)c(=O)[nH]c4c3)CC2)c1	-0.2%	-29.6%	10.5%	-5.0%	-12.2%	-4.1%	25.9%	-6.9%	1.0%	-3.0%	i
21	COc1ccccc1OCC(O)Cn1c(=N)n(Cc2ccccc2)c2ccccc21 (stereo not drawn)	0.9%	-5.0%	?	-8.6%	84.6%	-11.0%	4.0%	7.4%	-13.2%	0.2%	i
22	C[C@H]1CN(S(=O)(=O)c2cccc3cnccc23)CCN1	-1.5%	-14.5%	-16.5%	0.3%	-4.4%	2.0%	-0.6%	-12.4%	-7.4%	-1.7%	i
23	O=C(Nc1ccccc1)N1CC[C@@]2(CCCN(C(=O)c3cnccn3)C2)C1	-0.2%	3.7%	8.3%	-0.9%	1.1%	-1.4%	14.2%	-13.4%	-5.4%	-1.4%	i
24	CN(C)c1nc2c(c(=O)[nH]c(=O)n2C)n1Cc1ccc(F)cc1	-1.2%	-3.8%	25.3%	-1.2%	6.5%	1.7%	·	-9.5%	-3.3%	-1.4%	·
25	CCOc1cc(C2c3c(n[nH]c3C)C(=O)N2c2ccc(Br)cc2)ccc1O (stereo not drawn)	-0.1%	-25.4%	8.1%	-0.5%	-0.9%	-1.1%	21.8%	?	-6.2%	1.4%	i
26	Cc1ccccc1-c1ccc2ncnc(NCc3cccnc3)c2c1	-0.1%	-30.0%	?	-4.0%	14.3%	-3.2%	118.1%[activator]	?	3.6%	-3.0%	i
27	CNC(=O)CN1C(=O)c2ccccc2S1(=O)=O	0.1%	-1.5%	2.1%	-1.2%	-5.7%	-3.8%	·	3.6%	-4.1%	-2.9%	·
28	COc1ccc(CCNc2oc(COc3ccccc3F)nc2C#N)cc1OC	-2.1%	-9.0%	?	-5.7%	2.5%	-8.9%	9.6%	19.4%	6.0%	3.8%	i
29	CCCc1cc(=O)oc2c(C)c3occ(C)c3cc12	-0.7%	-17.5%	?	-3.1%	·	-2.7%	·	24.2%	·	0.2%	·
30	Cc1cc(C)n(-c2nnc(C)n2/N=C/c2cc(Br)ccc2OCc2ccccc2)n1	-0.3%	?	3.16µM*	-4.9%	38.9%[11.4 µM]	-2.3%	-17.2%[7.66 µM]	-9.7%[11.4 µM]	-0.2%[11.4 µM]	4.0%	·

No.	molecule	BRCT PPI red	15-hLO inh	HEK293 cAMP ctrl	Casp7 inh	Tau filament bind	Caspase-1 inhib	USP2a inhib	HADH2 inh	DNA Pol III inh	BRCT PPI green	Rhodamine autofl
31	Nc1nc(SCCOc2ccccc2)n[nH]1	1.0%	4.6%	28.0%	1.0%	4.9%	2.2%	3.7%	-2.3%	3.7%	0.3%	i
32	N=c1nc(-c2ccccc2)ccn1O	1.7%	-0.8%	4.4%	-0.2%	3.4%	-2.2%	-2.0%	-13.2%	-2.6%	0.4%	i
33	Cc1cccc2sc(NC(=O)CN(C)S(=O)(=O)c3cccs3)nc12	-0.4%	4.6%	-7.7%	-0.6%	5.2%	1.3%	1.2%	3.8%	-1.4%	-0.9%	i
34	Cn1c(=O)c2cc(S(=O)(=O)NCCC(=O)NCC3CCCO3)ccc2n(C)c1=O (stereo not drawn)	-2.0%	-0.3%	5.3%	0.9%	-21.7%	0.1%	-2.1%	7.5%	-8.2%	-1.9%	i
35	O=C(CSc1nnc(-c2ccco2)n1Cc1ccco1)N1CCOCC1	0.7%	2.0%	1.6%	-0.7%	-6.1%	2.7%	-2.5%	11.0%	2.1%	-2.6%	i
36	Brc1ccc(-c2nn3c(-c4ccncc4)nnc3s2)o1	-2.3%	3.4%	-0.8%	-2.5%	12.5%	-4.2%	3.5%	?	-6.1%	-0.2%	i
